Pf apPOL inh: Pf-apPOL DNA polymerase inhibition; Recombinant Pf-apPOL, molecular beacon fluorescence, 1.5 h; inhibition, % at 10 µM; 210,000 compounds, 0.25% hits
mHTT CaM bind: inhibitors of human mutant huntingtin-calmodulin interaction | AlphaScreen His-mHTT/GST-CaM binding, luminescence | inhibition, % at 15 µM | 190,000 compounds, 3.6% hits;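 further: 0% = both proteins with DMSO and 100% = one protein alone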
* marks the source's active call; other numbers are inactive results; i = inactive; x = not tested or not shown; & = joins results of further samples. No stated cut-off is given here; in the data, active means inhibition above about 50%; inactive means the rest. The list is partial (hit frequency here may not be typical).

Values run as follows: mHTT CaM bind, Pf apPOL inh
O=C(CCNc1ccc(F)cc1)c1cccs1
    12, 3
c1coc(-c2nnc(Nc3nc4cc5c(cc4s3)OCO5)o2)c1
    8, 28
Cc1ccccc1Oc1ccc(NC(=O)CC(C)(C)C)cn1
    -9, 4
Cc1cc(C)n(-c2c(F)c(F)c(CO)c(F)c2F)n1
    -8, -2
CCN1C(=O)COc2ccc(-c3noc(-c4ccc(C(C)C)cc4)n3)cc21
    -5, 1
CC(C)N1C(=O)S/C(=C\c2ccc(-c3cccc(C(=O)O)c3)o2)C1=O
    18, 1
CC(C)Oc1ccc(CNC(=O)c2cc3c(s2)CCN(C(=O)c2ccccc2)C3)cc1
    13, -6
C=CCNC1CC(=O)N(c2ccc(OCCC)cc2)C1=O (centres undefined)
    -3, 0
CC1CCCN(C(=O)C2CSCCC(=O)N2)C1 (centres undefined)
    -3, -2
N#Cc1cc2n[nH]nc2cc1C#N
    -2, x
CCCN1CCN(CCCN2C(=O)c3ccccc3C2C(=O)NC2CCCCCC2)CC1 (centres undefined)
    0, -9
CSCCCNC(=O)c1sc2cccc(C)c2c1Cl
    4, -1
C[C@H]1COc2cc(NCCCN3CCOCC3)ccc2S(=O)(=O)N1
    -3, 0
CC(Cc1cccs1)NC(=O)c1cccn(C)c1=O (centres undefined)
    -8, -9
O=C1C2=C(Nc3ccccc3SC2c2ccc(Br)cc2)c2ccccc21 (centres undefined)
    70*, x
COCCN1C(=O)c2ccccc2C(C(=O)N2CCC3(CC2)OCCO3)C1c1ccc(F)cc1 (centres undefined)
    1, -6
CN(C)Cc1c(O)ccc2c1OC(=CC=Cc1ccccc1)C2=O
    24, -12
COc1ccc(-c2coc3c(CN4CCCCC4)c(O)c(CN4CCCCC4)c(O)c3c2=O)cc1
    25, -3
Ic1ccc(-n2cccc2)cc1
    x, -8
COc1ccccc1C1=NOC(C(=O)N2CCN(c3ccc(F)cc3)CC2)C1 (centres undefined)
    -4, 1

In the list so far, 2 have an aryl methoxy group:
Values run as follows: mHTT CaM bind, Pf apPOL inh
COc1ccc(-c2coc3c(CN4CCCCC4)c(O)c(CN4CCCCC4)c(O)c3c2=O)cc1
    25, -3
COc1ccccc1C1=NOC(C(=O)N2CCN(c3ccc(F)cc3)CC2)C1 (centres undefined)
    -4, 1

Next compounds follow:
Values run as follows: mHTT CaM bind, Pf apPOL inh
C=CCNC(=O)/C(=C\c1ccc2c(c1)OCO2)NC(=O)c1ccco1
    -2, -6
COc1ccc(C2=N/C(=C\c3cccs3)C(=O)O2)cc1
    -2, -2
Cc1ccc(S(=O)(=O)N(CC(=O)NC2CC2)c2cc(C)cc(C)c2)cc1
    -5, -4
Cc1ccc(SCc2nc3nc(C)cc(C)n3c2Br)cc1
    23, -1
COc1ccccc1Oc1c(C)oc2c(CN3CCN(C)CC3)c(O)ccc2c1=O
    2, -7
COc1cccc(CC(=O)N2CCc3c(c(-c4nc(-c5cccc(F)c5)no4)nn3C)C2)c1
    0, -2
CCN(CC)c1ccc2cc(C(N)=O)c(=Nc3ccc(F)cc3F)oc2c1
    11, 1
O=C(NCCn1cnc(-c2ccccc2)cc1=O)c1ccccc1C(F)(F)F
    -13, -4
CCN(CC)C(=O)COc1ccc2c3c(c(=O)oc2c1)CCCC3
    6, -1
CCOc1ccc(-n2ccn3cc(-c4ccc(C)cc4)nc3c2=O)cc1
    -4, -1
COc1cccc(CNS(=O)(=O)c2cc(Br)cc3c2N(C(C)=O)C(C)C3)c1 (centres undefined)
    0, 1
Nc1c2c(nc3ccccc13)CCCC2
    1, 16&1
O=C(NC1CCN(c2ccccc2)C1=O)c1ccccc1Br (centres undefined)
    -4, -1
COCc1[nH]nc2c1C(c1ccc(OC)c(OC)c1OC)C(C#N)=C(N)O2 (centres undefined)
    -1, -7
N#CC1=C(N)SC(N)=C(C#N)C1c1ccco1
    8&39, -2
Cc1ccc(CN2CCc3c(cc(C(=O)N4CCCN(C)CC4)n3C)C2)cc1
    46, -1
O=S1(=O)C[C@H](N2CC[C@@H](O)C2)[C@@H](COCc2ccccc2)N1
    -6, -5
COc1ccc(/C(N)=N/OC(=O)N2c3ccccc3Sc3ccccc32)cc1OC
    i, 0
COc1ccccc1CC(=O)N1CCCCCC1
    -7, -5
Cc1ccc(CC(=O)N2CCC(c3nc(C(=O)N4CCCC4)c(C)o3)CC2)cc1
    20, 4

Next part.
Values run as follows: mHTT CaM bind, Pf apPOL inh
O=C(Nc1ccccc1OCC(F)(F)C(F)F)c1ccccc1O
    -6, 1
CCCCNC(C)c1nc2cc(Cl)ccc2c(=O)n1C (centres undefined)
    2, 1
COc1ccc(OC)c(C2=NOC(C(=O)NCc3ccccc3)C2)c1 (centres undefined)
    -1, 1
Cc1ccc(/C=C(\C#N)c2nc3ccccc3s2)cc1
    -2, -5
COc1ccccc1-c1c(C)oc2c(CN3CCC(C)CC3)c(O)ccc2c1=O
    0, -9
CC(C)NC(=O)C1CCCN(c2nc3ccccc3o2)C1 (centres undefined)
    -8, -15
Nc1ccc2ncc(Br)cc2c1
    1, x
CCN(CC)c1nc(C)nc2c1sc(=S)n2-c1ccccc1
    x, 2
O=C(Nc1cccc2c1CCCC2)C1CCCN(c2cnn(Cc3ccccc3)c(=O)c2)C1 (centres undefined)
    22, -2
O=C(c1ccc(Cl)cc1Cl)n1cnc2ccccc21
    -18, 1
C=CCn1cnc2c1c(=O)n(C1CCCC1)c(=O)n2-c1ccccc1C
    18, -1
C/C(=N/O)C1C(=O)c2ccccc2C1=O
    i, x
O=C(Oc1nsnc1N1CCOCC1)N(c1ccccc1)c1ccccc1
    2, -2
O=C(NCc1cccs1)c1csc(Cc2c(Cl)cccc2Cl)n1
    x, 3
Cc1ccsc1C(=O)N1CCCC(c2nc(-c3ccccc3)n[nH]2)C1 (centres undefined)
    -2, 4
O=C(Nc1ccc2c(c1)OCO2)N1CC2CC(NS(=O)(=O)c3cccs3)C1C2 (centres undefined)
    5, -4
Cc1ccccc1N1CCN(C(=O)Cc2nnc(-c3ccccc3)o2)CC1
    11, -5
O=C1NC(=O)/C(=C/c2ccc(-c3ccc(F)cc3O)o2)S1
    x, -10
CCOc1ccccc1C(=O)N1CCCC(COc2ccc(C(=O)N3CCCC3)cc2)C1 (centres undefined)
    3, 18
O=C(CC1CCN(C(=O)c2ccccc2)CC1)NCc1ccc(F)cc1
    -4, -2

(continued)
Values run as follows: mHTT CaM bind, Pf apPOL inh
O=C1Nc2cc(Cl)c(Cl)cc2N(O)N1c1ccc(Cl)c([N+](=O)[O-])c1
    5, 1
Cc1ccc(NC(=O)Cn2cccc2-c2nnc(C3CCC3)o2)cc1F
    0, 0
O=S1(=O)c2c(cccc2N2CCSCC2)Oc2ccccc2CN1Cc1cn(Cc2ccc(C(F)(F)F)cc2)nn1
    -8, 0
COc1cccc(CNC(=O)c2cc3c(s2)CCN(C(=O)c2ccccc2)C3)c1OC
    12, -4
COc1ccc(-c2oc3ccc(OC)cc3c2C(=O)Nc2ccc(OC)cc2OC)cc1
    -15, 2
COc1ccccc1CNC(=O)N1c2ccccc2Sc2ccccc21
    -17, -2
CCOC(=O)c1cccc(NC(=O)N2CC(C)Oc3ccccc32)c1 (centres undefined)
    -6, 1
O=C1NC2(CCN(Cc3cccnc3)CC2)Nc2ccccc21
    -6, -8
CCOC(=O)COc1ccc2c(c1)oc(=O)c1ccccc12
    x, -7
CCCCN(C)C(=O)c1cc2c(n1C)CCN(Cc1ccc(C)cc1)C2
    33, -3
CS(=O)(=O)N(CC(=O)Nc1ccc(CSc2ccccc2)cc1)c1ccccc1Cl
    17, -8
O=C(Cc1ncc(-c2ccccc2)cn1)c1ccccc1
    -2, 0
O=C(NCC1CCCO1)C1c2ccccc2C(=O)N1Cc1ccc(F)cc1Cl (centres undefined)
    -4, -6
Cc1cc(C)c(NC(=O)CN2C(=O)C3C4c5ccccc5C(c5ccccc54)C3C2=O)c(C)c1 (centres undefined)
    3, -12
O=C(CSc1ccc(C(F)(F)F)cn1)Nc1ccccc1
    x, -5&-17
CCOc1ccc(-c2cc3n(n2)CCCN(C(=O)c2ccccn2)C3)cc1
    15, -2
O=C1OC(c2ccccc2)=N/C1=C/c1ccc(OC(F)F)cc1
    6, 0
Cc1nc(OCC(=O)Nc2ccccc2F)c2ccccc2n1
    -2, 4
COc1ccc(C=C2Oc3cc(OCC(=O)O)ccc3C2=O)cc1OC
    7, -8
COc1ccc(Cl)cc1N1C(=O)C2CCCN2C1c1ccccc1Cl (centres undefined)
    -10, 1

Next section:
Values run as follows: mHTT CaM bind, Pf apPOL inh
COc1ccc(C(=O)N=c2sc3cccc(OC)c3n2C)cc1OC
    4, -3
Cn1ccc2c(-c3ccc4[nH]ccc4c3)cc3c(c21)C1CCC3O1 (centres undefined)
    56*, 0
O=[N+]([O-])c1cc(Sc2ccc(Cl)cc2)c2c(C3OCCO3)noc2c1
    4&14, -1
O=C(NCCCN1CCCC1)c1cc2c(=O)oc3ccccc3c2s1
    10, -2
Cn1c(SCC(=O)Nc2ccc(Br)cc2)nc2c([nH]c3ccccc32)c1=O
    -4, -6
CCOc1ccc(CCNC(=O)CCS(=O)(=O)Cc2ccccc2F)cc1OCC
    -6, -12
O=C(NCc1ccc2c(c1)OCO2)Nc1csc2ccccc12
    x, -4
COc1ccc(C2C=C(c3ccc(Br)cc3)Nc3nnnn32)cc1OC (centres undefined)
    10, 3
O=S(=O)(Nc1ccccn1)c1ccc2[nH]c3c(c2c1)CCCCC3
    2, -2
O=C(c1cc(Cl)cc(Cl)c1)N1CCCCCC1
    -8, 11
Cn1c(Sc2ccc3ccccc3n2)nc2c1c(=O)[nH]c(=O)n2C
    -8, -10
O=C(c1cc2c(s1)CCCC2)N1CCc2c(nc3cc[nH]n3c2=O)C1
    -1, 0
Nc1nc(N)c2nccnc2n1
    -1, x
CCCNc1cc(N2CCCC(CCC(=O)N(C)CCc3ccccn3)C2)ncn1 (centres undefined)
    14, -6
CN(C(=O)Cc1c[nH]c2ccccc12)C1(C(=O)NC2CCCC2)CCCCC1
    -2, -2
C[C@H]1COc2cccc(N(C)CCO)c2S(=O)(=O)N1
    -4, -4
CC1=C(C(=O)NCCCN(Cc2ccccc2)C(C)C)C2(CCCCC2)OC1=O
    1, -2
COCCNC(=O)c1cc(Sc2ccc(F)cc2)nc2ccccc12
    3, 0
CCOc1ccc(NC(=O)C2CC(=O)N(CCc3c[nH]c4ccc(Cl)cc34)C2)cc1 (centres undefined)
    99*, 2
O=[N+]([O-])c1ccc(N2CCN(CC(O)COc3ccccc3)CC2)cc1 (centres undefined)
    1, 3

The list continues:
Values run as follows: mHTT CaM bind, Pf apPOL inh
Cc1ccccc1NC(=O)N1CCc2nc(-c3ccc(F)cc3)ncc2C1
    5, 1
CN(C)c1ccc(C2C(=C(O)c3ccccc3)C(=O)C(=O)N2C)cc1 (centres undefined)
    -1, -5
COc1ccccc1C(=O)N1CCCC1COc1ccc(C(=O)NC(C)C)cc1 (centres undefined)
    -8, -5
Cc1ccc(C2CC(C(F)(F)F)n3ncc(C(=O)NCc4ccco4)c3N2)cc1 (centres undefined)
    12, -1
COc1ccccc1NC(=O)CCCC(=O)O
    -1, 0
Cc1cccc(N2CCN(C(=O)C3CCN(Cc4cccnc4)CC3)CC2)c1C
    7, 4
CCOC(=O)c1c(C(C)(C)C)oc2ccc(OCC#N)cc12
    -20, -6
N#Cc1ccc(Cl)cc1NC(=O)C(=O)N1CCN(c2cccc(Cl)c2)CC1
    -13, -4
O=C(/C=C(/Nc1ccccc1)c1ccccc1)c1ccccc1
    27, -3
Cc1ccc(NC(=O)N2CCc3c(c(COCc4ccccc4)nn3C)C2)cc1F
    37, -2
O=S(=O)(c1cccn2cnnc12)N(Cc1cccc(F)c1)c1ccc(F)c(F)c1
    41, -4
O=C1c2ccccc2C(=O)N1CNc1ccc(F)cc1
    3, 1
COCCNS(=O)(=O)c1cc(OC)ccc1OC
    -14, 4
COc1ccc2nc(N3CCCC(C(=O)NCCc4ccc(OC)c(OC)c4)C3)[nH]c2c1 (centres undefined)
    23, -5
CN(C)S(=O)(=O)c1ccc(C(=O)N(CCc2cccs2)Cc2cccnc2)cc1
    -6, -6
CC(C)CCNC(=O)c1ccc2c(c1)nc1n2CCCCC1
    11, -8
CC1CC(O)(C#CCN(C)c2ccccc2)C(C)CN1C (centres undefined)
    2, -6
Cc1ccc(S(=O)(=O)N2CC(C)N(S(C)(=O)=O)C2)cc1 (centres undefined)
    -3, x
N#Cc1ccc(C(=O)NCc2ccc(-n3ccnc3)cc2)cc1
    10, 4
Cc1ccc(C2=NN(CC(=O)NCc3ccccn3)C(=O)CC2)cc1
    0, -11

Next records follow:
Values run as follows: mHTT CaM bind, Pf apPOL inh
CC(C)C(=O)N1CCN(c2cc(Oc3ccc(F)cc3F)ncn2)CC1
    5, -5
COc1ccc(NC(=O)Cc2nnc(-c3ccsc3)o2)c(OC)c1
    2, 4
Cc1c(C)c(C)c(C#CCOC2CCCCO2)c(C)c1C (centres undefined)
    x, -8
CC(=O)OC1COC(Oc2ccc(C(C)(C)C)cc2)C(OC(C)=O)C1OC(C)=O (centres undefined)
    2, -2
O=c1nc(-c2ccccc2)c2cc(Cl)ccc2[nH]1
    28, -7
CCC(C)NC(=O)c1c[nH]c2ccc(S(=O)(=O)N(C)c3cc(Cl)ccc3OC)cc2c1=O (centres undefined)
    22, -8
Cc1ccccc1C(=O)Nc1ccc(C(C)C)cc1
    -15, 1
COc1cccc(CNC(=O)c2nnn(-c3cccc(C(F)(F)F)c3)c2N)c1
    -3, 6
COc1ccc(OC)c(NC(=O)CN(c2cccc([N+](=O)[O-])c2)S(C)(=O)=O)c1
    10, -6

Whole records, looked up by structure. Screens in order: mHTT CaM bind | Pf apPOL inh
Listed for O=C(CSc1ccc(C(F)(F)F)cn1)Nc1ccccc1 = x | -5&-17
Listed for COCCNC(=O)c1cc(Sc2ccc(F)cc2)nc2ccccc12 = 3 | 0
Listed for O=C(Cc1ncc(-c2ccccc2)cn1)c1ccccc1 = -2 | 0
Listed for C=CCNC(=O)/C(=C\c1ccc2c(c1)OCO2)NC(=O)c1ccco1 = -2 | -6
Listed for COc1ccccc1C1=NOC(C(=O)N2CCN(c3ccc(F)cc3)CC2)C1 (centres undefined) = -4 | 1
